Source: PubChem BioAssay
LMNA splice mod: changes lamin A minigene splicing in HeLa cells. HeLa LMNA splicing GFP/RFP minigene ratio, 48 h. Potency, µM (series often up to 46.1 µM), inactives show at the top dose ratio change, negative = inhibition, actives largely listed as inhibitors. AID 1487. 200,000 tested, 0.01% active; active = well fitted inhibition curve with a large enough effect in the signal ratio, with a control signal flat, not every such curve was filed as active; inconclusive = small, poorly fitted or top-dose-only effect, or effect the other way, or a change in a side signal; the % refers to the signal ratio; also: potency is read from the fitted curve at half-maximal effect; % is scaled to controls: 0 for no effect and ±100 for the full control effect
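Read-out is the ratio of GFP to DsRed2 object intensity, acquired by 488 nm laser-scanning cytometry on HeLa lamin A-EGFP minigene reporter cells. Compound incubation 48 hrs at 37 °C in Opti-MEM with 2% FBS; DMSO 0.5% final.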
aGlu spleen mod: lysosomal alpha-glucosidase (human) modulation; human spleen homogenate, 4-MU-alpha-glucoside fluorescence; Potency, µM (top dose mostly 79.9 µM), without a hit: top-dose activity change, negative = inhibition, actives largely listed as inhibitors; AID 2112; P10253; 240,000 tested, 0.006% active;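 also: potency is read from the fitted curve at half-maximal effect; 0% = enzyme with vehicle and -100% = no enzyme basal signal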
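Human spleen homogenate (1 ug) with 4-methylumbelliferyl-alpha-D-glucopyranoside (1 mM final) in 50 mM citrate/phosphate pH 5.0, 0.01% Tween-20; 40 min at 37 C. Stopped at pH 10; 4-MU fluorescence Ex 365/Em 440 nm; AC50 by Hill fit.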
GAA glycogen: inhibitors or activators of human alpha-glucosidase glycogen cleavage. P10253. recombinant GAA, glycogen substrate, Amplex Red glucose oxidase fluorescence. Potency, µM (series often up to 76.4 µM), for inactives: at the highest dose activity change, negative = inhibition, hits mostly inhibitors. 300,000 tested, 0.38% active. AID 2100;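 also: potency is read from the fitted curve at half-maximal effect; 0% = full enzyme reaction and -100% = no-enzyme basal signal; the screen sought inhibitors and activators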
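qHTS, 1536-well; enzyme 4 nM final; cpd up to 77 uM; substrate bovine liver glycogen 30 ug; 50 mM citrate/phosphate pH 5.0, 0.01% Tween-20; 37 C, 40 min; Amplex Red detection 45 min RT; Hill fit → AC50.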
HTT aggregate: inhibitors of mutant huntingtin aggregate formation in PC12 cells | Potency, µM (highest dose often 46.1 µM), without a hit: at the top dose activity change, negative = inhibition, actives largely listed as inhibitors | PC12 HttQ103-GFP aggregates, Acumen cytometry, 40 h | 220,000 tested, 1.1% active; also: potency is read from the fitted curve at half-maximal effect; % is scaled to controls: 0 for no effect and ±100 for the full control effect; nearly all actives have a fitted effect of over 60% in size
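PC12/HTTQ103-GFP, ecdysone-inducible; teb 100 nM; cpd qHTS titration; GFP aggregates read on laser cytometer, Ex 488/Em 500-530 nm.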
CBFb RUNX1 block: CBF-beta/RUNX1 interaction disruption; Q01196+Q13951; AlphaScreen CBFb-His/RUNX1-biotin binding, biochemical; Potency, µM (highest dose often 59.8 µM), without a hit: top-dose activity, negative = inhibition, usual class: inhibitors; 230,000 tested, under 10 active; AID 1477; also: % of control where 0% means no effect
Target sequence (Q01196 whole entry, looked up): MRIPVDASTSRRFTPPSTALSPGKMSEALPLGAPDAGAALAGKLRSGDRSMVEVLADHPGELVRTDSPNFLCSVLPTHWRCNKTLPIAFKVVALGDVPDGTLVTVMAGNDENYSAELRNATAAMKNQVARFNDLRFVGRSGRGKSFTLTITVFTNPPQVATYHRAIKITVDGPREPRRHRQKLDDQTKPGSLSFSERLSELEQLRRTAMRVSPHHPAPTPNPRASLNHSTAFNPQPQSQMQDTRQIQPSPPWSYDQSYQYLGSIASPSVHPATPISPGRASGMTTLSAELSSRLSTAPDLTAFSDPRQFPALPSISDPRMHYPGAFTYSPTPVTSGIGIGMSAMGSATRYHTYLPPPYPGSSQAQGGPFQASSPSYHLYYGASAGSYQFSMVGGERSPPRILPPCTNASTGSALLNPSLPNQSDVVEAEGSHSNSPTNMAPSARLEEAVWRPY
Target sequence (Q13951 whole entry, looked up): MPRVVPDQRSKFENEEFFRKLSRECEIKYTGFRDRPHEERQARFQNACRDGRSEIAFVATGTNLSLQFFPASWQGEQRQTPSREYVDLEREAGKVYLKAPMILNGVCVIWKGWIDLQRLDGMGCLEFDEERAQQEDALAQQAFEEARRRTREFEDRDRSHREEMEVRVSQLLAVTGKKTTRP
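Interaction loss through any mechanism counts as activity. Pre-formed complex of His-CBF-beta and biotin-RUNX1 (30 nM apiece) is incubated with compound 15 min, then with 50 ng nickel and 50 ng streptavidin beads for 90 min before AlphaScreen detection.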
HTT cytoprotect: protects HTT-Q103 PC12 cells, measured by ATP | PC12 HTT-Q103 induced, cytoprotection, ATP luminescence, 40 h | Potency, µM (titrated, usually from 56.4 µM), for the others: cytoprotection (ATP increase), hits mostly activators | 230,000 tested, 0.14% active | AID 1471;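 also: potency is read from the fitted curve at half-maximal effect; % of control where 0% means no effect; nearly all actives have a fitted effect of over 45% in size; toxic huntingtin expression switched on by the ecdysone agonist tebufenozide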
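Readout: ATPlite luminescence (ATP level). Model: stable PC12, inducible Htt exon1 Q103-GFP. Inducer: tebufenozide, 100 nM final. Compounds: dose series. No G418 in medium.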
GAA inh: inhibitors of human lysosomal alpha-glucosidase | 200,000 tested, 0.005% active | P10253 | purified human GAA, 4-MU-alpha-glucoside fluorescence | Potency, µM (series often up to 76.9 µM), inactives show at the highest dose activity change, negative = inhibition, hits mostly inhibitors;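 also: potency is read from the fitted curve at half-maximal effect; plate controls were uninhibited enzyme wells for no effect and no-enzyme background for full effect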
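Read-out is 4-methylumbelliferone fluorescence (Ex 365/Em 440 nm) after NaOH/glycine stop at pH 10. Enzyme 4 nM, substrate 400 uM, pH 5.0 citrate buffer, 20 min room temperature; AC50 from Hill-equation concentration-response.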
An asterisk follows results filed as active; ? = inconclusive; nt = no result given; & = joins results of further samples; [ ] = dose if it differs, or a comment. Unless noted, calls follow the shape of the dose curve; as a rule, active = well fitted curve in the direction sought with a large enough effect; inconclusive = small, poorly fitted or top-dose-only effect, or another doubt; inactive = no such curve, though single readings can be large; an effect the other way counts as inactive or inconclusive.

SMILES	LMNA splice mod	aGlu spleen mod	GAA glycogen	HTT aggregate	CBFb RUNX1 block	HTT cytoprotect	GAA inh
OC(CNCC1CCCO1)Cn1c2ccc(Br)cc2c2cc(Br)ccc21 (stereo not drawn)	?	-5%	-7%	?	-1%	8%[1.9 µM]	-4%
CCOC(=O)N1CCN(c2cc(=O)n(C3CCCCC3)c(=O)[nH]2)CC1	1%	-1%	-6%	3%	-1%	-6%	-8%
O=C1CCCC(=O)N1c1ccc(Oc2ccc(Cl)cc2)cc1	?	-9%	3%	20%	5%	34%[10 µM]	5%
Cn1c(=O)c2c(ncn2CC(=O)OCC(=O)NCc2ccccc2Cl)n(C)c1=O	8%	2%	9%	-9%	-14%	14%[10 µM]	3%
Fc1cccc(Nc2cc(-n3cccn3)ncn2)c1	?	1%	0%	13µM*	1%	10%[10 µM]	-2%
Cc1cc(OCC(=O)NC(C)C)cc(C)c1Br	?	0%	4%	0%	24%	nt	-4%
COC(=O)c1cc(=O)n(Cc2cccs2)c(=Nc2ccc(F)cc2)s1	nt	-1%	12%	-1%[9.22 µM]	-14%	3%[10 µM]	nt
Cc1cccc(NC(=O)Cn2nnc(-c3cccs3)n2)c1C	-1%	0%	-9%	?	1%	-11%	3%
CCN(CC)CCNC(=O)Cn1nc(-c2ccccc2)c2ccccc2c1=O	5%	-11%	4%	-8%	2%	12%	6%
COc1ccc(NC(=O)C2=Cc3ccccc3OC2)cc1	nt	5%	0%	-9%	4%	-43%[inhibitor]	-3%
Cc1ccc(S(=O)(=O)N2CCOC2CNC(=O)C(=O)NCCc2c[nH]c3ccccc23)cc1 (stereo not drawn)	?	8%	-14%	1%[9.22 µM]	-9%	?	3%
COC1=C(OC)C(=O)C(C/C=C(\C)CC/C=C(\C)CC/C=C(\C)CC/C=C(\C)CC/C=C(\C)CC/C=C(\C)CC/C=C(\C)CC/C=C(\C)CC/C=C(\C)CCC=C(C)C)=C(C)C1=O	?	-10%	nt	31%	4%	-22%	nt
CCCCCCC(=O)Oc1ccc(N2C(=O)CCC2=O)cc1	nt	3%	-7%	2%	2%	-23%	-6%
Oc1ccccc1N1CCN(C(=S)NCc2ccccc2)CC1	?	2%	?	10%	-2%	-27%	2%
COc1cc2oc(=O)cc(-c3ccc(-c4ccc(CO)cc4)cc3)c2c(OC)c1OC	nt	13%	nt	nt	16%	-23%	nt
O=C(c1cc(-c2ccco2)on1)N1CCc2ccccc2C1	3%	-4%	-1%	20%	-30%	-9%	-13%
N=c1c2c(n(Cc3ccc(Cl)cc3)c3c1CCC3)CCC2	?	-5%	-3%	?	-1%	-74%[inhibitor]	-2%
Cc1c(NC(=O)CSc2nnc3c4ccccc4n(CCc4ccccc4)c3n2)c(=O)n(-c2ccccc2)n1C	?	-1%	0%	-4%	-6%	-64%[inhibitor]	1%
O=C(CCCN=C1NS(=O)(=O)c2ccccc21)OCC(=O)N1CCc2ccccc21	3%	-1%	6%	-5%	-4%	-17%[10 µM]	1%
O=C(c1ccc(Cl)c(F)c1F)N1CCOCC1	-8%	9%	13%	5%[1.84 µM]	4%	-11%	-7%
CN(C)c1nc(N)nc(Cn2ccnc2)n1	-2%	-2%	0%	-7%	6%	-10%	-13%
COc1ccccc1CN(Cc1nc2ccccc2c(=O)[nH]1)S(=O)(=O)c1ccc2ccccc2c1	?	1%	2%	-6%	0%	-9%[10 µM]	-2%
CN1CC(=O)N(CC(=O)Nc2ccc(Br)cc2F)C1=O	2%[46 µM]	0%	3%	17%	-2%	-35%[inhibitor]	-3%
Cc1ccc(S(=O)(=O)N2CCCC2C(=O)Nc2cc(C)on2)cc1 (stereo not drawn)	5%	2%	3%	-24%	4%	-16%	1%
CC(C)N1C(=O)CCC1C(=O)N1CCN(c2ccccn2)CC1 (stereo not drawn)	-4%	9%	5%	-7%	5%[2.36 µM]	-6%	0%
COc1cc(C(c2c(C)[nH][nH]c2=O)c2c(C)[nH][nH]c2=O)ccc1OC(=O)c1cccc([N+](=O)[O-])c1	11%	-7%	?	-1%	-4%	0%	-3%
CCn1c(=O)cc(OCC(=O)Nc2ccccc2N2CCN(C)CC2)c2ccccc21	-27%	-2%	13%	19%	1%	5%	0%
CC1(C)CC(=O)C(C(C2=C(O)CC(C)(C)CC2=O)c2ccc([N+](=O)[O-])cc2)C(=O)C1 (stereo not drawn)	0%	-7%	-9%	-3%	-7%	-7%[10 µM]	-4%
O=C(COc1ccc(Br)cc1)N/N=C1/SCC(=O)N1Cc1ccco1	nt	-3%	4%	nt	-1%	nt	1%
Cc1ccc(C(=O)C(NC(=O)c2ccco2)N2CCOCC2)cc1 (stereo not drawn)	20%	-19%	8%	3%	12%	-30%	-3%
Cc1cc(N2CCCC2)nc2ccc(NC(=S)NCCCN3CCC(C)CC3)cc12	?	1%	-4%	?	5%	-2%	4%
COc1cccc(C=Nc2ccc(C)c(F)c2)c1O	7%	-1%	-3%	-5%	-6%	nt	-4%
CC(=O)Oc1ccc(Cl)cc1/C=C/c1cc(OC(C)=O)c2ccccc2n1	?	2%	-1%	?	-3%	15%[10 µM]	7%
CCOc1cccc(Oc2ccc(C(F)(F)F)cn2)c1	-8%	0%	0%	-19%	13%	5%	-1%
Cc1nc2c(C(=O)NCCC3=CCCCC3)c[nH]n2c(=O)c1Cl	6%	-9%	-3%	?	2%	1%	-5%
Cc1cc(=O)oc2c(CN3CCC(C)CC3)c(O)c(Cl)cc12	6%	?	9%	6%	?	-17%	?
Cc1ccc(S(=O)(=O)NNC(=S)Nc2ccc(Cl)cc2)cc1	nt	1%	-3%	-15%[9.22 µM]	2%	1%[10 µM]	nt
N#C/C(=C1/C(=O)Nc2ccc(Br)cc21)c1ccccn1	-5%[46 µM]	2%	7%	6%	14%	?	6%
COc1ccc(OC)c(C(=O)COC(=O)c2c(OC)cccc2OC)c1	4%	0%	-8%	10%	11%	-14%	-3%
CCOC(=O)/C(C#N)=C/c1ccc(OCC(=O)Nc2cc(C)ccc2C)c(OC)c1	-6%	-15%	-2%	-6%	6%	8%[10 µM]	-8%
COc1ccc(CCNC(=O)c2ccc(Cl)c(S(=O)(=O)N(C)c3ccccc3)c2)cc1	?	-7%	-3%	-3%	-10%	0%[10 µM]	3%
O=C1CC(c2ccccc2)c2ccc(O)cc2O1 (stereo not drawn)	7%	9%	-2%	14%	-1%	-2%	-7%
CN(C)CCNc1cc(-c2ccncc2)nc2ccccc12	-11%[46 µM]	3%	-9%	0%[9.22 µM]	-8%	7%[10 µM]	6%
Cc1[nH]c2ccc(F)cc2c1CCN(Cc1cccnc1)C(=S)Nc1ccc(F)cc1	nt	4%	-20%	10%	-3%	nt	-6%
COC(=O)c1n[nH]n(-c2ccc(F)c(Cl)c2)c1=O	nt	5%	3%	-28%[9.22 µM]	4%	16%[10 µM]	nt
O=c1[nH]ncc2c3ccccc3n(Cc3ccccc3F)c12	-8%	-15%	13%	12%	-1%	-37%	-6%
COC(=O)CNc1nc(Cl)nc(Nc2ccc(C)cc2)n1	nt	-3%	4%	7%	2%	nt	-4%
O=C(O)CC/C(=N\NC(=O)c1ccccc1)c1cccs1	-12%[46 µM]	3%	0%	14%	5%	-51%[inhibitor]	3%
CC1CC(C)CN(S(=O)(=O)c2cccc(C(=O)OCCN3CCCC3=O)c2)C1 (stereo not drawn)	-4%	-1%	-6%	8%	-3%	6%	-8%
CC(=O)N1N=C(c2cccnc2)OC1c1ccc(C(C)C)cc1 (stereo not drawn)	nt	-8%	-4%	6%[9.22 µM]	2%	12%[10 µM]	8%

Some of these compounds in order of the LMNA splice mod value, highest first:
smiles,LMNA splice mod,aGlu spleen mod,GAA glycogen,HTT aggregate,CBFb RUNX1 block,GAA inh
O=C1CC(c2ccccc2)c2ccc(O)cc2O1 (stereo not drawn),7%,9%,-2%,14%,-1%,-7%
CC1CC(C)CN(S(=O)(=O)c2cccc(C(=O)OCCN3CCCC3=O)c2)C1 (stereo not drawn),-4%,-1%,-6%,8%,-3%,-8%
O=c1[nH]ncc2c3ccccc3n(Cc3ccccc3F)c12,-8%,-15%,13%,12%,-1%,-6%

Going on with the list.
SMILES	LMNA splice mod	aGlu spleen mod	GAA glycogen	HTT aggregate	CBFb RUNX1 block	HTT cytoprotect	GAA inh
OC(COCc1ccccc1)CN1CCN(Cc2ccc3c(c2)OCO3)CC1 (stereo not drawn)	?	5%	5%	12%	1%	-12%	15%
CCN(C(=O)CN1CCc2ccccc21)c1c(N)n(Cc2ccccc2)c(=O)[nH]c1=O	-13%[46 µM]	-6%	-14%	10%	4%	15%[10 µM]	7%
Cc1ccc(SCc2noc(C(=O)NC(C)C)c2C(=O)O)cc1C	?	-3%	-4%	-8%	2%	-4%	-4%
C[C@@]1([C@@H](NC(=O)c2cccs2)c2ccc(-c3ccccc3)cc2)C[C@H]1C1CCCCC1	-1%	5%	3%	0%	4%[2.36 µM]	nt	2%
O=C1C(c2c(O)[nH]c3ccccc23)=Nc2ccccc21	7%[46 µM]	-6%&8%&-3%&-2%	2%	nt	0%&-4%&6%&-4%	?	-2%[15.4 µM]
COc1cc(/C=C(/NC(=O)c2ccccc2)C(=O)Nc2ccccc2)c([N+](=O)[O-])cc1OC	9%	9%	2%	-1%	-4%	-8%	-5%
c1cncc(-c2nc(-n3ccnc3)c3ccccc3n2)c1	?	6%	nt	nt	nt	?	nt
NS(=O)(=O)c1ccc(CCNC(=O)CCCOc2ccccc2)cc1	nt	6%	0%	-2%	-3%	-1%	-2%
Cc1nccn1-c1c2c(c(C#N)c3nc4ccccc4n13)CCC2	-1%	-4%	-3%	15%	2%	-3%	-9%
Cc1cc([N+](=O)[O-])nn1CC(=O)NNC(=S)Nc1ccc(Cl)cc1	?	-5%	?	?	0%	0%	-4%
O=C1CC(c2ccccc2)CC(O)=C1C=NCC1CCCO1 (stereo not drawn)	-1%	-7%	9%	-5%	-3%	-11%	4%

Record cards, from the list above.
`OC(CNCC1CCCO1)Cn1c2ccc(Br)cc2c2cc(Br)ccc21` (stereo not drawn) as listed: LMNA splice mod = ?; aGlu spleen mod = -5%; GAA glycogen = -7%; HTT aggregate = ?; CBFb RUNX1 block = -1%; HTT cytoprotect = 8%[1.9 µM]; GAA inh = -4%
`CN(C)CCNc1cc(-c2ccncc2)nc2ccccc12` as listed: LMNA splice mod = -11%[46 µM]; aGlu spleen mod = 3%; GAA glycogen = -9%; HTT aggregate = 0%[9.22 µM]; CBFb RUNX1 block = -8%; HTT cytoprotect = 7%[10 µM]; GAA inh = 6%
